# From PubChem
# mHtt clearance – mutant huntingtin protein clearance; 47,000 compounds, 0.42% hits; HeLa Exon1htt(103Q)mCFP, aggregate imaging; zero = plate's median compound well; AID 853; inhibition, % at 1.5 µM;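 active = inhibition of aggregate fluorescence above about 70%, also judged a hit by eye on the cell image, limit read from the data, passing the limit was not always enough; inconclusive = no rule stated for this call; inactive = not judged a hit on image review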;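 note: cells exposed to compound for three days before fixation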
# mHtt clearance grain fraction – second read-out of mHtt clearance, no call of its own (marks repeat the call); fraction fluorescence in grains; measured here: aggregate grain fluorescence fraction; active compounds read low;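 scaled fraction of total cell fluorescence in grains with unit not stated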
# Active calls of the source: *; ? = inconclusive; . = no result given. Only part of the results is shown; rates above refer to the full screens.
SMILES,mHtt clearance,mHtt clearance grain fraction
CCn1c(Cc2ccccc2)nnc1SCC(=O)Nc1nc2ccccc2s1,-22,25
CCn1cc(CNC(=O)C2C3CCC(C3)C2C(=O)O)cn1 (stereo unspecified),0,34
CN(C)CCNC(=O)c1cc2ccccc2oc1=O,74*,4.8*
COc1ccc(CCNC(=O)CC2Nc3ccccc3NC2=O)cc1OC (stereo unspecified),-16,38
CN(C)S(=O)(=O)c1cccc(C(=O)NCC2CCCO2)c1 (stereo unspecified),23,14
CCOC(=O)c1cc2sc(C)cc2n1CC(=O)N1CCN(C(=O)c2ccco2)CC1,32,14
CCc1c(C)nc(N)n2c(SCC(=O)Nc3ccccc3)nnc12,25,30
Cc1cccc(OCCCC(=O)Nc2ccc(S(=O)(=O)Nc3onc(C)c3C)cc2)c1,44,19
CCCCCC(C)n1[nH]c(=O)cc1N (stereo unspecified),18,17
COc1ccc(NC(=O)/C(C#N)=C\c2cc(C)n(-c3ccc(Oc4ccc([N+](=O)[O-])cn4)cc3)c2C)cc1,6,22
Cc1cc(C)n(C(=O)CSc2nnc(SCC(=O)n3nc(C)cc3C)s2)n1,30,15
O=C1NC(c2ccc(Br)cc2)Nc2sc3c(c21)CCC3 (stereo unspecified),22,30
COc1ccccc1CNC(=O)C(C)NS(=O)(=O)c1ccc(Br)cc1 (stereo unspecified),-80,35
CCC(C)(C(=O)NC1CCCC1)N(Cc1ccco1)C(=O)c1ccc2c(c1)OCO2 (stereo unspecified),43,22
N#Cc1c(NC(=O)CN2CCOCC2)oc(-c2ccccc2)c1-c1ccccc1,?,.
COc1ccc(-c2cc(C(=O)N3CCc4ccccc4C3)no2)cc1OC,42,20
CCOc1cccc(C(=O)N2CCCCC2c2cccnc2)c1 (stereo unspecified),-79,35
CC1(C)Cc2[nH]c(=S)c(C#N)cc2CO1,29,25
Cc1oc2cc(O)ccc2c(=O)c1-c1cnn(-c2ccccc2)c1,-42,50
Cc1ccc2c(c1C)NC(C)CC2C (stereo unspecified),-25,22
O=C1CC(c2nc3ccccc3[nH]2)CN1Cc1ccccc1 (stereo unspecified),-8,35
CCOC(=O)C1CCN(C(=O)CN(c2ccc3c(c2)OCCO3)S(C)(=O)=O)CC1,-2,31
O=[n+]1c2c(n([O-])c3cc(F)ccc31)CCCC2,-35,53
Cn1c(C(=O)NCCC2=CCCCC2)cc2c(=O)n3ccccc3nc21,0,20
CC(=O)NNc1ccc(C(F)(F)F)cc1[N+](=O)[O-],29,15
Cc1ccc(OCCn2c(=O)cnc3ccccc32)cc1,31,11
Cn1c(=O)cc(SCC(=O)N2CCN(Cc3ccc4c(c3)OCO4)CC2)c2ccccc21,60,13
CC(=O)c1cccc(NC(=O)Oc2ccccc2)c1,16,18
Cc1ccc2c(c1)N(CCCC(=O)NCC1COc3ccccc3O1)C(=O)CO2 (stereo unspecified),31,25
CCOC(=O)C1CCN(C(=O)Nc2ccc(Cl)cc2)CC1,-31,23
CC(=O)C1=C(O)C(=O)N(CCCO)C1c1ccccc1 (stereo unspecified),26,24
Cc1ccc2c(c1)N(CC(=O)N1CCCc3ccccc31)C(=O)CO2,40,22
CCOC(=O)CC(=O)CSc1nc2c(sc(=S)n2-c2ccccc2)c(=O)[nH]1,4,38
O=C(NCc1cccs1)Nc1ccc2c(c1)OCO2,56,8.3
CCOC(=O)c1cc2ccc(OC)c(OC)c2c(=O)s1,56,8.4
CCC(C)n1cnc2c(c1=O)c1nc3ccccc3nc1n2-c1ccc2c(c1)OCCO2 (stereo unspecified),-51,31

# Single values from the results shown.
# In mHtt clearance, Cc1ccc2c(c1)N(CC(=O)N1CCCc3ccccc31)C(=O)CO2 has 40
# In mHtt clearance, Cc1ccc2c(c1)N(CCCC(=O)NCC1COc3ccccc3O1)C(=O)CO2 (stereo unspecified) has 31

# Next part
SMILES,mHtt clearance,mHtt clearance grain fraction
O=C(Nc1ccc2c(c1)OCO2)C1CCCN1C(=O)Nc1ccccc1F (stereo unspecified),-76,34
CCn1c(=O)cc(OCC(=O)NC(C)c2ccc3c(c2)OCCO3)c2ccccc21 (stereo unspecified),19,19
COc1ccc(C(=O)N(CCN2CCOCC2)CC(=O)NC2CCCC2)cc1OC,-66,34
O=C(C1CCCN(S(=O)(=O)c2cccc3cccnc23)C1)N1CCN(c2ccccc2F)CC1 (stereo unspecified),-23,45
CCC(C)N(NC(C)=O)c1nc(Cl)nc(NC(C)(C)C)n1 (stereo unspecified),8,22
CCCc1cc(N2CCCC2)n2nc(C)c(-c3ccccc3)c2n1,-2,18
Clc1ccccc1CSc1nnc(-c2ccccn2)n1Cc1ccco1,-5,45
Cc1noc(C)c1C(=O)OCC(=O)Nc1cc(Cl)ccc1Oc1ccccc1,0,20
N#Cc1nc(-c2ccco2)oc1NCCCn1ccnc1,-38,48
CCOC(=O)N1CCN(C(=O)CCN2C(=O)COc3ccccc32)CC1,-26,48
COC(=O)c1ccc2c(=O)n(CCCN3CCOCC3)c(=S)[nH]c2c1,47,10
O=C(NCC1CCCO1)C1CCN(S(=O)(=O)c2cccc3cccnc23)CC1 (stereo unspecified),-38,46

# An excerpt from above in order of their number in mHtt clearance grain fraction, lowest first:
Compound	mHtt clearance grain fraction
CCCc1cc(N2CCCC2)n2nc(C)c(-c3ccccc3)c2n1	18
Cc1noc(C)c1C(=O)OCC(=O)Nc1cc(Cl)ccc1Oc1ccccc1	20
CCC(C)N(NC(C)=O)c1nc(Cl)nc(NC(C)(C)C)n1 (stereo unspecified)	22
Clc1ccccc1CSc1nnc(-c2ccccn2)n1Cc1ccco1	45
O=C(NCC1CCCO1)C1CCN(S(=O)(=O)c2cccc3cccnc23)CC1 (stereo unspecified)	46
N#Cc1nc(-c2ccco2)oc1NCCCn1ccnc1	48

# New compounds follow
SMILES,mHtt clearance,mHtt clearance grain fraction
CCOC(=O)C(Sc1nn(C)c(=S)s1)C(C)=O (stereo unspecified),15,24
COc1ccc(Br)cc1CNc1ccc(O)cc1,-34,25
Cc1cc(C)n2nc(C(=O)Nc3nnc(C4CC4)s3)nc2n1,-22,48
CC(C)(C)Nc1nc(Oc2ccc(=O)n(-c3ccccc3)n2)nc(N2CCOCC2)n1,14,32
CCCNc1cc(C)oc(=O)c1C(=O)CCC,0,18
Cc1ccccc1NC1=CC(=O)CC(C)(C)C1,10,16
COCCNc1oc(-c2ccc(Cl)cc2)nc1C#N,-33,49
O=C(COC(=O)c1cncc(Br)c1)NCC1CCCO1 (stereo unspecified),-7,31
O=C(Cc1cccs1)NCc1ccc(F)cc1,-28,23
CCOc1ccc(C(C)=O)cc1CSc1nnc(-c2cccs2)n1CC1CCCO1 (stereo unspecified),7,36
O=C(C1=COCCO1)N1CCN(S(=O)(=O)c2cccc(Cl)c2Cl)CC1,34,24
CCOC(=O)CN1C(=O)C(=O)c2cc(C)ccc21,-31,51

# Compound profiles, from the list above.
# Shown for CCOc1ccc(C(C)=O)cc1CSc1nnc(-c2cccs2)n1CC1CCCO1 (stereo unspecified) → mHtt clearance = 7; mHtt clearance grain fraction = 36
# Shown for CCOC(=O)C(Sc1nn(C)c(=S)s1)C(C)=O (stereo unspecified) → mHtt clearance = 15; mHtt clearance grain fraction = 24
# Shown for O=C(COC(=O)c1cncc(Br)c1)NCC1CCCO1 (stereo unspecified) → mHtt clearance = -7; mHtt clearance grain fraction = 31

# Further results follow.
SMILES,mHtt clearance,mHtt clearance grain fraction
O=C(NCc1ccc2c(c1)OCO2)C1CCC(CNS(=O)(=O)c2ccc(Cl)cc2)CC1 (stereo unspecified),-22,23
O=C(O)Cn1c(SCCOc2ccccc2F)nc2ccccc21,-4,20
CCCCNC(=O)C1CCCN1C(=O)Nc1cccc(OC)c1 (stereo unspecified),42,12
CC(=O)N(C(C)=O)C1=C(C#N)C2(CCCCC2)Cc2ccccc21,-27,55
CC(C)NC(=O)c1cc(C(=O)c2cc(Cl)ccc2O)coc1=N,20,27
Cc1nc2ccc(NC(=O)C3CCN(S(=O)(=O)c4cccs4)CC3)cc2s1,-8,19
CCN(CC)S(=O)(=O)c1ccc(Nc2cc(C)nc3ncnn23)cc1,-57,33
O=c1[nH]c(N2CCN(c3ccccc3)CC2)nc2c1CCCC2,-152,40
CCNc1nc(SC(C(C)=O)C(C)=O)nc(N(C)C)n1,-20,26
CC1Cc2ccccc2N1C(=O)C1CCCCN1S(=O)(=O)c1ccccc1 (stereo unspecified),24,30
c1ccc(-c2noc(-c3ccco3)n2)nc1,-58,28
CCc1ccc2[nH]c(=O)c(CN(CCN(CC)CC)C(=O)Nc3ccccc3OC)cc2c1,39,11
CCOC(=O)Cn1ncc2c(=O)oc3ccccc3c21,-236,110
Cc1ccc(SCC(=O)NCCCN2CCOCC2)cc1,25,15
CC1(C)Cc2c(sc3nc(-c4ccccc4Cl)n(N)c(=O)c23)CO1,23,15
Cc1ccc(-c2noc(CN3CCCCC3)n2)cc1,-46,34
COc1cc(C(=O)OCC(=O)N(C)C)cc(NC(=O)c2ccco2)c1OC,12,26
CCOC(=O)Cc1csc(NC(=O)CC)n1,-40,53
COc1cc(C(c2sc3nc(C)nn3c2O)N2CCC3(CC2)OCCO3)cc(OC)c1OC (stereo unspecified),-27,22
CC(=O)NCCn1c(SCC#N)nc2ccccc2c1=O,-41,53
COc1ccc(C(=O)COC(=O)C(CCCCN2C(=O)C3C4C=CC(C4)C3C2=O)N2C(=O)C3C4C=CC(C4)C3C2=O)cc1 (stereo unspecified),11,19
CCOc1cc(C)c(C(C)C)cc1S(=O)(=O)N1CCOCC1,-8,22
Nc1ccc2c(c1)C(=O)N(CCCC(=O)O)C2=O,12,18
CN(C)CCNC(=O)c1ccc2c(c1)N(Cc1ccc(F)cc1)CCS2,-92,93
COc1ccc2cc3cc(C(=O)Nc4ccc5c(c4)OCCO5)oc3nc2c1,35,26
Cc1ccc(-c2c3c(=O)n(C)c(=O)n(C)c3cn2N2CCOCC2)cc1,-28,47
Cc1ccc(OCC(=O)Nc2ccc(S(=O)(=O)Nc3onc(C)c3C)cc2)cc1,3,35
CCOc1ccc(C(C)=O)cc1N1C(=O)C2C3C=CC(C3=C(C)C)C2C1=O (stereo unspecified),17,30
Cc1ccc(C(N)=O)cc1S(=O)(=O)Nc1cccc(C)c1C,-41,30
COc1ccc(CN2C(=O)CN(C3CCCCCC3)C(=O)C2c2ccc(F)cc2)cc1 (stereo unspecified),-16,44
O=c1ccsn1Cc1ccccc1,-57,33
S=c1[nH]nc(-c2ccco2)n1-c1cccc2ccccc12,-80,36
CCN(CC)c1ccc2c(c1)oc(=O)c1c(Cl)cc(=O)oc12,-6,20
O=C(O)CC1NC(=O)N(c2ccc(Cl)cc2)C1=O (stereo unspecified),36,19
O=c1c2c(nc(NCCO)n1CC1CCCCC1)-c1ccccc1CC21CCCC1,32,15

# An excerpt of these results, with values under each structure:
# Order of values – mHtt clearance	mHtt clearance grain fraction
> Cc1ccc(OCC(=O)Nc2ccc(S(=O)(=O)Nc3onc(C)c3C)cc2)cc1
    3	35
> CCN(CC)c1ccc2c(c1)oc(=O)c1c(Cl)cc(=O)oc12
    -6	20
